EPAC2 agonist – agonists of human EPAC2 (RAPGEF4); EPAC2 activation, biochemical qHTS; response scale: 100% = 6.5 mM cAMP response; Potency, µM (top dose mostly 154 µM), inactives show at the top dose activation, most hits filed as activators; 0.079% of 360,000 active; further: potency means the concentration at half of the fitted maximal effect; nearly all actives have a fitted effect of over 50% in size
Target sequence (Q8WZA2 whole entry, looked up): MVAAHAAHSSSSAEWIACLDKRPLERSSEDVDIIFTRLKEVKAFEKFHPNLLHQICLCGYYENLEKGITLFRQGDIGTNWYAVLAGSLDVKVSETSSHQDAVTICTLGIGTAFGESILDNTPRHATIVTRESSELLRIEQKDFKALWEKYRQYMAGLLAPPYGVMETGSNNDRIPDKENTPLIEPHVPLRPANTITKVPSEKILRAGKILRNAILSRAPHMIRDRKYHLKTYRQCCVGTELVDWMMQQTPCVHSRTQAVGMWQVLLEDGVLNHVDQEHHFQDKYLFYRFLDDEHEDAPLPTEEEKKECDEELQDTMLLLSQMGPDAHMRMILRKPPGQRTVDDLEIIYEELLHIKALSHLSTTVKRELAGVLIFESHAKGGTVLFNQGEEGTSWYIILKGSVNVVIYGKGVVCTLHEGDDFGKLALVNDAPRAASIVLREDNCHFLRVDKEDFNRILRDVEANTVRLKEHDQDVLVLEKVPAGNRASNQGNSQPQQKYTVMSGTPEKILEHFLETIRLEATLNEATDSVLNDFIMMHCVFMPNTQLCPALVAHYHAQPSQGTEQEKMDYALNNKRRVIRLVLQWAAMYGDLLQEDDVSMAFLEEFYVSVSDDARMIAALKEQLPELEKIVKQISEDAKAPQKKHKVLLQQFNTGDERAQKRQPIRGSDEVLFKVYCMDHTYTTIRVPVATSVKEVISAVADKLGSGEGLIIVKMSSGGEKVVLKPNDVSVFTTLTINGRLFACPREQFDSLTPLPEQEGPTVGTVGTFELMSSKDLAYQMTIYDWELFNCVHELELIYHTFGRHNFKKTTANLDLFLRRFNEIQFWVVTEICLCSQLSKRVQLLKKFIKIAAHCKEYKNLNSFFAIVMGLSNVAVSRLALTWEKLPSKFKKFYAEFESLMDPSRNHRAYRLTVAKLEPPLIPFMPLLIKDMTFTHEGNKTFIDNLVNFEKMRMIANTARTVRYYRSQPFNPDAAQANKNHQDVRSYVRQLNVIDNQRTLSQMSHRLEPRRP
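Setup: EPAC2 100 nM, labeled Rap1B complex 250 nM, free GDP 50 uM. Compound titrations pinned in, brief spin, 5 min room temperature incubation. Kinetic fluorescence read over 30 min, normalized to 6.5 mM cAMP.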
Mm-Cpn inhibitor – M. maripaludis TRiC chaperonin inhibition; purified Mm-Cpn ATPase, ADP Transcreener TR-FRET; Potency, µM (doses to about 76.9 µM), inactives show at the top dose activity, negative = inhibition, most hits filed as inhibitors; 0.031% of 330,000 active; further: potency means the concentration at half of the fitted maximal effect; on the % scale 0 is the no-effect control and ±100 the full control effect; nearly all actives have a fitted effect of over 80% in size
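Quantitative HTS used 25 nM Mm-CPN and 10 uM ATP in magnesium/KCl Tris buffer, pH 7.4, with 1 mM DTT. Hydrolysis ran 30 min at 37°C; ADP was read by HTRF.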
DRD3 agonist – D3 dopamine receptor (human) agonism. D3R DiscoveRx beta-arrestin cells, luminescence, 90 min. AID 652048. 0.58% of 410,000 active. max activation, %; in the data active means max activation above about 30%; further: 0% is about no effect; mostly tested at two doses, the higher about 12 µM
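Agonist-mode cell screen: cells plated at 1500/well and incubated overnight at 37 °C, then exposed to library compounds for 90 min at 37 °C. Detection reagent was added for 30–60 min at room temperature, and luminescence was read.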
pAkt inh – blocks phosphorylation of Akt. Neuro2A IGF-stimulated pAkt S473 HTRF, 20 min; active compounds read low. activity change, % for hits at 50 µM. 0.32% of 360,000 active. AID 651550; in the data active means activity change below about -80%; inconclusive means mostly about -51% to -80%; further: on the % scale 0 is the no-effect control and ±100 the full control effect
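Neuro2A cells in DMEM with 0.5% FBS, overnight at 37 deg C, given compound at single 50 µM final, then IGF (6 nM final) for 20 min at 37 deg C. Lysed; phospho-Akt Ser473 by HTRF after 24 h, 665/615 ratio.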
EPAC2 antagonist – blocks human EPAC2 exchange factor; 0.18% of 360,000 active; EPAC2 GEF exchange of Rap1B-BODIPY-GDP, fluorescence; Potency, µM (series often up to 114 µM), without a hit: at the top dose activity, negative = inhibition, hits mostly inhibitors; Q8WZA2; further: potency means the concentration at half of the fitted maximal effect; on the % scale 0 is the no-effect control and ±100 the full control effect; nearly all actives have a fitted effect of over 45% in size; many of its hits are not listed in these tables
DRD3 antagonist – D3 dopamine receptor (human) antagonism | D3R cells, DiscoveRx beta-arrestin luminescence, antagonist mode; active compounds read low | max response, negative = inhibition, % | 2.5% of 360,000 active; in the data active means max response below about -50%; inconclusive means no clear call, values can overlap the other calls; further: on the % scale 0 is the no-effect control and ±100 the full control effect; mostly tested at two doses, the higher about 12 µM
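Cells expressing the human receptor were seeded at 1500 cells/well, incubated overnight at 37 degrees C in 5% CO2, then exposed to library compounds with dopamine controls for 90 minutes at 37 degrees C before luminescent detection.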
CCT modulator – cytosolic chaperonin activity modulation; purified chaperonin ATPase assay, HTRF ADP detection, 30 min; activity change, % (test concentration not listed), hits read low; 0.3% of 360,000 active; in the data active means activity change below about -30%; further: on the % scale 0 is the no-effect control and ±100 the full control effect
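Nucleotide hydrolysis assay: TRiC at 20–40 nM final (set by batch activity) with 10 uM ATP, 30 min at 37 °C, in presence of 76 uM compound. Detection by competitive ADP HTRF, 30 min ambient.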
PTHR1 ag – agonists of human PTHR1 parathyroid hormone receptor; HEK293 GP2 PTHR1 cells, GloSensor cAMP luminescence, 1 h; Potency, µM (doses to about 115 µM), for inactives: at the top dose activation, actives largely listed as activators; 0.075% of 410,000 active; AID 743266; further: potency means the concentration at half of the fitted maximal effect; nearly all actives have a fitted effect of over 55% in size; some results filed as inactive show a strong effect at the top dose; inactives centre near -15; many of its hits are not listed in these tables
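HEK-293-derived GP2 cells expressing PTHR1 and a GloSensor cAMP reporter, 3,000/well, plated overnight, given luciferin plus IBMX (each 0.5 mM as added) for 1 h at 37 °C, then compound for 1 h at 37 °C. Luminescence was read after 15 min at room temperature.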
An asterisk follows results filed as active; i = inactive; ? = inconclusive; · = no result given; & = joins results of further samples; [ ] = remark or other dose. Unless noted, the call rests on the fitted dose curve; in most records, active means well fitted curve in the direction sought with a large enough effect; inconclusive means small, poorly fitted or top-dose-only effect, or another doubt; inactive means no such curve, though single readings can be large; an effect the other way counts as inactive or inconclusive.

SMILES	EPAC2 agonist	Mm-Cpn inhibitor	DRD3 agonist	pAkt inh	EPAC2 antagonist	DRD3 antagonist	CCT modulator	PTHR1 ag
COC(=O)CCCC1=CC2=CC(=O)C(C)(OC(=O)c3cccs3)C(=O)C2=CN1C1CC1 (stereo not drawn)	5%	0%	6	i	17%	0	0.8	0%
NC(=O)Cn1cc(/C=N/NC(=O)c2ccc(Cn3cc(Cl)cn3)o2)c(-c2ccccc2)n1	3%	-30%	8	i	1%	-1	-2.4	i
OC(COc1ccc2ccccc2c1)Cn1cncn1 (stereo not drawn)	-4%	-1%	2	i	3%	0	-0.5	i
NC(=O)c1ccc(-c2nnc(Nc3ccc(S(N)(=O)=O)cc3)c3ccccc23)cc1	2%	1%	0	i	5%	17	0.1	i
Cc1ccc(S(=O)(=O)N2CCN(C(=O)Cn3nc(C)c([N+](=O)[O-])c3C)CC2)cc1	5%	0%	0	i	4%	-14	-1.1	-28%
COc1cc(C(=O)N2CCN(C)C(C)C2)ccc1OC1CCN(C(C)=O)CC1 (stereo not drawn)	3%	0%	0	i	4%	10	0.9	-19%
CNc1cc(-c2c(OC)cccc2OC)ncn1	10%	·	-1	i	15%	-17	-1.8	-16%
COc1ccc(C(=O)N/C(=C\c2cn(C)c3ccccc23)C(=O)N2CCOCC2)cc1OC	9%	-3%	4	i	-3%	1	-0.4	i
CSc1ccccc1C(=O)Nc1cc([N+](=O)[O-])ccc1C	3%	1%	-1	i	-5%	-2	1.0	i
CCOc1ccc(S(=O)(=O)Nc2cccc(C(=O)NCC(c3ccco3)N3CCCC3)c2)cc1 (stereo not drawn)	2%	-14%	-16	i	1%	?	-1.1	i
COc1ccc(S(=O)(=O)N2CCCC2)cc1C(=O)O	5%	-1%	9	i	-1%	2	-0.4	i
CC1CCN(S(=O)(=O)c2ccc(Cl)s2)CC1	10%	1%	-10	i	-26%	1	-3.6	i
O=C1CCCc2c1nc(-c1ccc(F)cc1)n2O	1%	-3%	3	i	5%	18	1.2	i
CCOC(=O)c1c(NC(=O)CSc2nc3nc(C)cc(C)n3n2)sc(CC)c1C	0%	-1%	-7	i	-9%	-8	-1.6	-7%
CC(C)c1ccc(NC(=O)c2cc3c(=O)n(C)c4ccccc4c3n2C)cc1	-16%	-3%	2	i	4%	26	-1.4	-13%
CC1(C(=O)NS(=O)(=O)c2ccc(Br)cc2)CCN1C(=O)C1(c2ccccc2)CC1 (stereo not drawn)	4%	·	-2	i	-24%	0	1.7	-9%
COc1ccc(OC)c(CN2CCN(C(=O)c3ccc(C)c(S(=O)(=O)Nc4ccccc4OC)c3)CC2)c1	8%	·	-1	i	-1%	-27	-6.2	-7%
Cc1cccc(C)c1N1CCN(c2ccc3nnc(C(F)(F)F)n3n2)CC1	-8%	0%	-13	i	-5%	?	2.6	i
Cc1ccc(-c2csc(NCCc3nc4cc(Cl)c(Cl)cc4n3CCOCCO)n2)cc1	11%	·	13	i	-18%	42	0.5	-9%
CN(CC(=O)Nc1ccc(S(=O)(=O)N2CCOCC2)cc1)Cc1ccc(F)cc1	6%	0%	-4	i	-4%	-4	0.4	-1%
CCOC(=O)c1c(C)n(C)c2ccc(O)c(CN(CC)CC)c12	-2%	0%	-3	i	0%	-21	-0.6	-41%[inhibitor]
COc1ccc(-n2c(O)c(/C=N/Nc3nc(C)cc(C)n3)c3ccccc3c2=O)cc1OC	12%	-4%	-8	i	-5%	?	0.8	i
CC1CN(S(=O)(=O)c2cc(C(=O)N(C)Cc3cccs3)ccc2Cl)CC(C)O1 (stereo not drawn)	-3%	?	1	i	-5%	-8	-1.2	-27%
COC(=O)c1c(NC(=O)COC(=O)[C@@H](NS(=O)(=O)c2ccccc2)C(C)C)sc2c1CCC2	0%	-14%	3	i	-4%	4	-1.3	-15%
CCOc1ccccc1/C=N/n1c(COc2ccccc2)n[nH]c1=S	8%	2%	-2	i	-13%	9	-11	-13%

Ordered by count of non-hydrogen atoms (ascending): five of the compounds above.
SMILES	EPAC2 agonist	Mm-Cpn inhibitor	DRD3 agonist	pAkt inh	EPAC2 antagonist	DRD3 antagonist	CCT modulator	PTHR1 ag
O=C1CCCc2c1nc(-c1ccc(F)cc1)n2O	1%	-3%	3	i	5%	18	1.2	i
CSc1ccccc1C(=O)Nc1cc([N+](=O)[O-])ccc1C	3%	1%	-1	i	-5%	-2	1.0	i
CCOc1ccccc1/C=N/n1c(COc2ccccc2)n[nH]c1=S	8%	2%	-2	i	-13%	9	-11	-13%
Cc1cccc(C)c1N1CCN(c2ccc3nnc(C(F)(F)F)n3n2)CC1	-8%	0%	-13	i	-5%	?	2.6	i
CCOC(=O)c1c(NC(=O)CSc2nc3nc(C)cc(C)n3n2)sc(CC)c1C	0%	-1%	-7	i	-9%	-8	-1.6	-7%

(continued)
SMILES	EPAC2 agonist	Mm-Cpn inhibitor	DRD3 agonist	pAkt inh	EPAC2 antagonist	DRD3 antagonist	CCT modulator	PTHR1 ag
COc1cc2ccccc2cc1C(=O)Nc1ccc(NC(=O)c2cccs2)cc1	6%	-21%	30*	i	2%	39	-0.1	-7%
CCn1c(=S)[nH]c2cc(Cl)ccc21	9%	-2%	2	i	3%	6	0.2	-10%
CCOC(=O)C1=C(C)NC(C)=C(C(=O)OCC)C1C(=O)OCC(=O)NCCc1ccc(S(N)(=O)=O)cc1	7%	1%	-7	i	0%	21	-3.5	9%
COC(=O)c1cccc(NC(=O)c2cccc(N3C(=O)CCC3=O)c2)c1	5%	-1%	0	i	2%	3	-3.0	-3%
CC(NC(=O)C12CC3CC(CC(O)(C3)C1)C2)c1ccccc1 (stereo not drawn)	4%	2%	-3	i	-10%	1	2.1	-9%
COc1ccc(C(=O)NCCS(=O)(=O)NCC2CCCO2)cc1 (stereo not drawn)	4%	2%	0	i	-10%	-13	-1.6	i
COc1ccc(CCn2c(=S)[nH]c3cc(C(=O)N4CCOCC4)ccc3c2=O)cc1OC	5%	-2%	0	i	-4%	-15	-4.1	-34%[inhibitor]
CCCCn1c(SC(C)C(=O)NCC2CCCO2)nc2cc(C(=O)OC)ccc2c1=O (stereo not drawn)	-10%	1%	0	i	6%	-21	-2.4	-34%[inhibitor]
CC1(C(=O)O)CCC(C(=O)N2CCOCC2)C1(C)C (stereo not drawn)	8%	2%	4	i	9%	10	-0.1	i
COc1cc(OC)c(OC)cc1C=Cc1ccc2ccccc2n1	28%	·	8	i	-18%	-10	1.3	-35%[inhibitor]
CCOC(=O)C1=C(C)NC(C)=C(C(=O)OCC)C1	1%&10%	-4%	1&-1	i	5%&-6%	-22&-11	-1.5&-0.7	-21%[57.5 µM]
Oc1ccc(C=NC2CCCCC2)c(O)c1	0%	3%	4	i	2%	9	-1.3	i
CCOC(=O)c1c(C)[nH]c(=S)c(C#N)c1-c1ccccc1	-2%	-6%	2	i	1%	8	-1.7	i
O=C(CSc1cccc[n+]1[O-])Nc1ccc2c(c1)OCO2	-7%	0%	-2	i	-4%	13	-0.7	i
N#CCCN(NC(=O)OCc1ccccc1)C(=O)OCc1ccccc1	3%	·	-9	i	5%	-13	0.8	i
CCS(=O)(=O)N1Cc2ccccc2CC1C(=O)Nc1ccc(NC(C)=O)cc1 (stereo not drawn)	-5%	-1%	-5	i	8%	-17	-0.5	i
Cc1cc(Cl)c2oc(C(=O)N(C)Cc3cc(C)[nH]n3)c(C)c2c1	9%	-4%	1	i	-1%	-6	1.1	-24%
Cc1nn(CCO)c2ncc(C(=O)c3cc(Cl)ccc3O)cc12	1%	-1%	-3	i	0%	1	-1.0	-3%
CCOC(=O)Cc1csc(NS(=O)(=O)c2ccccc2)n1	-6%	-1%	2	i	-2%	10	-0.4	-21%
COCc1c(C(=O)N/N=C\c2ccccn2)nnn1-c1nonc1N	11%	0%	-2	i	-16%	-8	0.3	i
COc1ccc([N+](=O)[O-])cc1/C=N/NC(=O)CNC(=O)C(c1ccccc1)c1ccccc1	15%	1%	-19	i	4%	0	-2.7	i
CSc1ccc(C2=CC(=O)C[C@H](c3ccc(Cl)cc3)C2)cc1	10%	-6%	-5	i	-10%	0	-0.8	-42%[inhibitor]
CCOc1cc(NC(=O)c2ccccn2)c(OCC)cc1NC(=O)CC(C)C	-8%	1%	2	i	-5%	1	1.3	i
Nc1nc(SCC(=O)Nc2ccc(Oc3ccccc3)cc2)n[nH]1	-3%	2%	2	i	-2%	2	-0.6	-41%[inhibitor]
CS(=O)(=O)c1sc(C(=O)NC(=S)Nc2ccc(OC(F)(F)F)cc2)c2c1C=CCC2	-7%	-4%	-13	i	-4%	-2	0.9	-20%
(continued)
SMILES	EPAC2 agonist	Mm-Cpn inhibitor	DRD3 agonist	pAkt inh	EPAC2 antagonist	DRD3 antagonist	CCT modulator	PTHR1 ag
COc1cc(/C=C2\NC(=O)NC2=O)cc(Br)c1OC	-1%	2%	-6	i	-8%	19	-0.2	-6%
COc1ccccc1C(CNC(=O)C1CC(=O)N(Cc2ccc(C)cc2)C1)N1CCCC1 (stereo not drawn)	-2%	-4%	0	i	2%	1	-1.0	-6%
CC1CCCCN1CC(=O)NCc1ccc2c(c1)OCO2 (stereo not drawn)	2%	1%	-2	i	14%	-2	-0.6	i
CCCS(=O)(=O)N1CCc2cc(OC)c(OC)cc2C1	1%	0%	3	i	4%	-11	-1.5	i
COc1cccc(N2CC(C(=O)Nc3nnc(SCC(=O)c4ccccc4)s3)CC2=O)c1 (stereo not drawn)	-6%	-21%	-2	i	-4%	0	0.5	-4%
O=C(NCc1ccccc1)c1nc(-c2cccs2)no1	1%	0%	5	i	-8%	7	-0.6	-6%
Cc1ccc(C)c(S(=O)(=O)N2CCN(CC(=O)NC(C)c3ccccc3)CC2)c1 (stereo not drawn)	1%	1%	-5	i	-10%	5	0.9	i
COc1cc(-c2nc3ccccn3c2/N=C/c2ccccc2)ccc1O	23%	-9%	-13	i	-6%	-11	-3.1	i
O=C1c2cccc3cccc(c23)C(=O)N1c1ccccc1Cl	6%	0%	3	i	-20%	19	-1.7	-10%
COc1ccc(NC(=O)CSc2n[nH]c(-c3ccccn3)n2)cc1	-6%	0%	-2	i	-7%	-4	-2.5	-17%
CC(C)Oc1ccc(C(=O)Nc2ccc(Cl)c(S(=O)(=O)Nc3ccc(Cl)cc3)c2)cc1	2%	-6%	0	i	-6%	-4	-4.3	-29%
CS(=O)(=O)Cc1nc2ccccc2oc1=O	2%	-1%	2	i	3%	0	2.4	i
CC(C)Oc1ccc(NC(N)=O)cc1	2%	2%	0	i	11%	7	-3.6	i
Cc1cnn(C(=S)NCc2ccc(Cl)cc2)c1	19%	-1%	-3	i	5%	18	-1.5	?

Screening data (PubChem)

The list is partial; rates above refer to the full screens.
